PI4K2A inh – inhibitors of human PI4K2A; purified PI4K2A, ADP-Glo luminescence, 1 h; hits give low values; 420,000 tested, 0.13% active; AID 1346378; activity change, negative = inhibition, % at 76.9 µM; in the data active = activity change below about -50%; inconclusive = mostly about -30% to -49%;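 note: -100% = wells without enzyme as full effect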
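PI4K2A activity was measured by ADP-Glo luminescence: enzyme (4 ug/mL stock) and phosphatidylinositol (1.2 mM stock) in Tris pH 7.5/MgCl2/EGTA/Triton X-100 buffer were reacted with ATP (300 microM stock) for one hour at ambient temperature.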
HP1b chromo inh – HP1-beta chromodomain-methylated histone interaction inhibition. Potency, µM (series often up to 114 µM), inactives show top-dose activity change, negative = inhibition, actives largely listed as inhibitors. 390,000 tested, 0.56% active. P83916. AlphaScreen HP1-beta / biotin-H3K9me3 peptide binding; note: potency is the fitted concentration of half-maximal effect; nearly all actives have a fitted effect of over 70% in size; inactives centre near 23
Target sequence (P83916 whole entry, looked up): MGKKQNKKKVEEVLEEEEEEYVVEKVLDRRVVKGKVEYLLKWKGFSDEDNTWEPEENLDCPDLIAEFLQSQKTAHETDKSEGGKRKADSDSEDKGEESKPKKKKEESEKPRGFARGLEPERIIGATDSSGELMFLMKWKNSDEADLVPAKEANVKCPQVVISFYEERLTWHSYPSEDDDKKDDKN
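AlphaScreen: HP1-beta (50 nM) preformed 30 min with biotin-H3(1-18)K9me3 peptide (50 nM) in PBS pH 7.4, 0.01% Tween-20. Compound added for 30 min at RT, then streptavidin donor/nickel chelate acceptor beads (10 ug/mL) for 30 min.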
TrxR1 substrate – is turned over as a substrate by rat TrxR1; purified TrxR1 substrate turnover, NADPH consumption readout; O89049; Potency, µM (titrated, usually from 114 µM), for inactives: at the highest dose activity change, negative = substrate turnover; AID 588456; 390,000 tested, 0.01% active; note: potency is the fitted concentration of half-maximal effect; % is set by controls: 0 for no effect and ±100 for the full control effect; nearly all actives have a fitted effect of over 50% in size
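Rat TrxR1, dispensed at 90 nM, was prereduced with 400 uM NADPH (final) for 5 min at ~22 deg C, then incubated with compound 15 min before 400 uM selenite. A first-read NADPH fluorescence drop versus no-compound background flagged substrates.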
GLS inhibitor – inhibitors of human glutaminase (GLS). O94925. GLS enzymatic activity, qHTS titration. Potency, µM (doses to about 45.5 µM), for the others: top-dose activity change, negative = inhibition, usual class: inhibitors. 410,000 tested, 0.21% active. AID 624170; note: potency is the fitted concentration of half-maximal effect; % is set by controls: 0 for no effect and ±100 for the full control effect
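Read-out is an Amplex red fluorescence increase coupled through glutamate oxidase and HRP, measured before and after 30 min room-temperature incubation. hKGA is in 45 mM KH2PO4 (pH 8.2) with 0.02% Tween-20; glutamine added as 1mM solution.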
USP1 inh – inhibitors of human USP1/UAF1 deubiquitinase; O94782; recombinant USP1/UAF1, Ub-Rhodamine cleavage fluorescence; Potency, µM (top dose mostly 57.1 µM), inactives show at the highest dose activity change, negative = inhibition, actives largely listed as inhibitors; 390,000 tested, 0.23% active; AID 743255; note: potency is the fitted concentration of half-maximal effect; % is set by controls: 0 for no effect and ±100 for the full control effect; nearly all actives have a fitted effect of over 60% in size; inactives centre near -12
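High-throughput fluorogenic screen: 1nM USP1/UAF1 complex, Ub-Rho substrate 150nM final, 50mM HEPES pH 7.8 with 0.5mM EDTA, 0.1 mg/ml BSA, 1mM TCEP and 0.01% Tween-20.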
rTrxR1 inhibitor – rat TrxR1 inhibition; Potency, µM (top dose mostly 114 µM), inactives show at the top dose activity change, negative = inhibition, most hits filed as inhibitors; O89049; recombinant rTrxR1, NADPH fluorescence consumption, selenite substrate; 390,000 tested, 1% active; note: potency is the fitted concentration of half-maximal effect; % is set by controls: 0 for no effect and ±100 for the full control effect; nearly all actives have a fitted effect of over 65% in size
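Rat TrxR1 (90 nM in the dispensed reagent) was pre-reduced with 400 uM NADPH for 5 min at room temperature, then incubated with compound for 15 min. After 400 uM selenite was added, NADPH fluorescence (Ex 340/Em 450 nm) was followed for 8 min.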
mIDH1 inhibitor – inhibitors of human mutant IDH1 R132H | O75874 | 390,000 tested, 0.093% active | Potency, µM (titrated, usually from 76.6 µM), for the others: at the highest dose activity change, negative = inhibition, actives largely listed as inhibitors | AID 602179 | IDH1-R132H enzyme, NADPH consumption, diaphorase/resazurin fluorescence; note: potency is the fitted concentration of half-maximal effect; % is set by controls: 0 for no effect and ±100 for the full control effect; nearly all actives have a fitted effect of over 65% in size
Target sequence (O75874 whole entry R132H, stated change not applied): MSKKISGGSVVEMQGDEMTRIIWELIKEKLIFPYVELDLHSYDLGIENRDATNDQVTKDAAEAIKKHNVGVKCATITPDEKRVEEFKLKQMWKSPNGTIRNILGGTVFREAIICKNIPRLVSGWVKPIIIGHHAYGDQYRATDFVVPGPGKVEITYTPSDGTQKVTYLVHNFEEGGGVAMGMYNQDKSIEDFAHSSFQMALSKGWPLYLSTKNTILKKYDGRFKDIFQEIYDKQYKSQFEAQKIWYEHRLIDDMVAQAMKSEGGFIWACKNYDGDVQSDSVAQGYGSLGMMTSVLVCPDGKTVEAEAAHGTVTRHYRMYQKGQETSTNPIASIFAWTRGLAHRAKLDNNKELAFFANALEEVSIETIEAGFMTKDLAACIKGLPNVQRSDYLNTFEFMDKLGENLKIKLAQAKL
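IDH1-R132H (0.5 ug/mL dispensed) in pH 7.5 Tris buffer was preincubated 30 min with compound, then given a substrate mix of 0.016 mM NADPH and 2 mM alpha-KG for 80 min at room temperature; remaining NADPH was read by diaphorase/resazurin fluorescence.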
Pin1 inhibitor – human Pin1 inhibition | Q13526 | Pin1 FP peptide displacement, HiFluor488, 10 min | Potency, µM (doses to about 115 µM), inactives show top-dose activity, negative = inhibition, most hits filed as inhibitors | 390,000 tested, 0.009% active | AID 504891; active = well fitted inhibition curve with a large enough effect in the polarisation, with a control signal flat, not every such curve was filed as active; inconclusive = small, poorly fitted or top-dose-only effect, or effect the other way, or a change in a side signal; inactive = no such curve, though single readings can be large or run the other way; the % refers to the polarisation; note: potency is the fitted concentration of half-maximal effect; % is set by controls: 0 for no effect and ±100 for the full control effect
PGK inhibitor – blocks T. brucei phosphoglycerate kinase; P07378; PGK/GAPDH coupled, Kinase-Glo luminescence, 60 min; AID 602233; Potency, µM (titrated, usually from 57.5 µM), inactives show at the top dose activity change, negative = inhibition, most hits filed as inhibitors; 380,000 tested, 0.043% active; note: potency is the fitted concentration of half-maximal effect; % is set by controls: 0 for no effect and ±100 for the full control effect; nearly all actives have a fitted effect of over 60% in size
Target sequence (P07378 whole entry, looked up): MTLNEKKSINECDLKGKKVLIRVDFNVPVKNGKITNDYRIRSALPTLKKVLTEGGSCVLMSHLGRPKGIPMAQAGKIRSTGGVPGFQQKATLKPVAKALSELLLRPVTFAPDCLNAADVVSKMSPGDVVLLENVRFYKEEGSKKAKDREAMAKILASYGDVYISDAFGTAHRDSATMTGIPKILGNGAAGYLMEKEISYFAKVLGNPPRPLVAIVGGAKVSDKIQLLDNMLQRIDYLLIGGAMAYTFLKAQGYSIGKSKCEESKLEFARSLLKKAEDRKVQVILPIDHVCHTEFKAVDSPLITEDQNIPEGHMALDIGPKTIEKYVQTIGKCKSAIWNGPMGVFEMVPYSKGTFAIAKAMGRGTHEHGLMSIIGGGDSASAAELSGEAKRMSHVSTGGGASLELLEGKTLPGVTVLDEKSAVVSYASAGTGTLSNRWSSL
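Recombinant glycosomal PGK reaction used 1,3-bisphosphoglycerate generated in-well by GAPDH (100nM final) in 100mM TEA pH 7.6, 5mM MgCl2, 0.01% Tween-20. After 60 minutes at room temperature, ATP was read by Kinase-Glo Plus luminescence end-point.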
* marks the source's active call; other numbers are inactive results; i = inactive; u = inconclusive; x = not tested or not shown; & = joins results of further samples; [ ] = dose if it differs, or a comment. Unless noted, calls come from the whole dose curve; as a rule, active = well fitted curve in the direction sought with a large enough effect; inconclusive = small, poorly fitted or top-dose-only effect, or another doubt; inactive = no such curve, though single readings can be large; an effect the other way counts as inactive or inconclusive. An excerpt, so the mix of outcomes need not match the whole.

cpd	PI4K2A inh	HP1b chromo inh	compound	TrxR1 substrate	GLS inhibitor	USP1 inh	rTrxR1 inhibitor	mIDH1 inhibitor	Pin1 inhibitor	PGK inhibitor
1	4	-8%	COCCn1nnnc1C(c1cc2ccc(C)cc2[nH]c1=O)N(Cc1ccco1)Cc1cccs1 (configuration not stated)	4%[57.1 µM]	2%	-11%	-22%[57.1 µM]	-1%	17%	-5%
2	-4	16%	NC(=O)c1ccc(N2CCCCCC2)c([N+](=O)[O-])c1	-1%	3%	-14%	3%	0%	-5%	-1%
3	0	44%	Cc1nnc(N2CCOCC2)c2ccccc12	-8%	3%	-17%	-9%	0%	3%	0%
4	-2	52%[activator]	O=C1c2ccccc2C(=O)N1Cc1nc2ccccc2o1	-3%	-2%	-21%	-3%	1%	2%	4%
5	-8	27%	O=C(CSCc1ccccc1)NC1CCSC1=O (configuration not stated)	7%	4%	-11%	22%	2%	-5%	-5%
6	2	46%[activator]	CC(SC(=S)N1CCCC1)C(=O)O (configuration not stated)	2%[57.1 µM]	3%	u	20%[57.1 µM]	-1%	-5%	-3%
7	-1	9%	COc1ccccc1N1CCN(C(c2ccc(C)cc2)c2nnnn2C(C)C)CC1 (configuration not stated)	-15%	8%	-21%	3%[57.1 µM]	-3%	5%	4%
8	-21	29%	COc1ccccc1OCC(=O)Nc1ccc2c(c1)n(C)c(=O)n2C	-14%[57.1 µM]	-1%	-8%	25%[57.1 µM]	7%	-2%	i
9	-2	39%[activator]	COc1ccc(CN2CCC(=O)N([C@H](CO)c3ccccc3)CC2)cc1OC	7%[57.1 µM]	-6%	-19%	9%&-8%	-5%	3%	1%
10	-2	39%[activator]	CN(CC1CCCO1)S(=O)(=O)c1ccc(C(=O)Nc2ccccc2F)cc1 (configuration not stated)	-1%	0%	5%	-3%	-3%	2%	6%
11	-4	9%	COc1ccc(S(N)(=O)=O)cc1C(=O)NCC1(N2CCCCC2)CCCCC1	3%[57.1 µM]	20%	5%	-8%[57.1 µM]	4%	-1%	3%
12	-4	28%	Cc1ccc(S(=O)(=O)N2CCCCC2)cc1NC(=O)CCN1C(=O)C2CC=CCC2C1=O (configuration not stated)	6%	3%	-9%	15%	6%	0%	-7%
13	-22	34%	Cc1ccc(CSc2nc3ccncc3[nH]2)cc1	2%[57.1 µM]	0%	-17%	3%[57.1 µM]	1%	-3%	-14%
14	-3	52%	COc1cc(OC)cc(C(=O)Nc2nc(-c3ccccc3)c(-c3ccccc3)o2)c1	13%	1%	-10%	13%	0%	5%	-4%
15	-5	52%[activator]	Cn1c(COc2ccccc2Br)nc2ccccc21	0%	-1%	-25%	18%	-4%	-2%	-9%
16	-4	25%	Cc1cccc(NC(=O)CNC(=O)COC(=O)c2ccco2)c1C	3%	8%	-24%	7%	16%	7%	0%
17	-1	2%	CC(=O)Nc1ccc(S(=O)(=O)NCC2CCC(C(=O)NCc3ccccc3Cl)CC2)cc1 (configuration not stated)	-4%[57.1 µM]	-9%	-19%	19%[57.1 µM]	24%	28%	i
18	3	23%	COc1ccc(CN(C(=O)c2cccs2)c2ccccc2C(=O)O)cc1	-7%	17%	-7%	4%	-11%	-2%	-1%
19	-1	4%	Nn1c(=S)[nH]nc(Cc2ccc(O)cc2)c1=O	8%[57.1 µM]	5%	-20%	5%[57.1 µM]	4%	-4%	-6%
20	-5	47%[activator]	CCN1CCN(C(c2ccccc2)c2sc3nc(C)nn3c2O)CC1 (configuration not stated)	1%[57.1 µM]	-3%	-19%	5%[57.1 µM]	12%	1%	-4%
21	-3	29%	O=C(NC1CCCCC1)c1cc(Cl)ccc1[N+](=O)[O-]	-1%[57.1 µM]	-10%	-12%	10%[57.1 µM]	0%	-1%	-9%
22	4	66%	CCOC(=O)c1c(-c2ccc(C)cc2)csc1NC(=O)C1CCCO1 (configuration not stated)	8%	2%	-15%	15%	1%	5%	-5%
23	-3	12%	CC(=O)N1C[C@H]2CON(C)[C@H]2C[C@H]1c1ccccc1Br	2%	0%	-20%	3%	6%[38.3 µM]	1%	-4%
24	4	41%[activator]	O=C(COC(=O)c1ccccc1SCC(=O)NC1CCS(=O)(=O)C1)NC1CCS(=O)(=O)C1 (configuration not stated)	11%[57.1 µM]	-4%	-11%	18%[57.1 µM]	11%	-1%	-2%
25	3	22%	CCOc1ccc(NS(=O)(=O)c2ccc(OCC(=O)NCCCOC)cc2)cc1	10%[57.1 µM]	-1%	-13%	4%[57.1 µM]	0%	0%	7%
26	0	4%	COC(=O)CCCCCCCCC(O)CN(C)C (configuration not stated)	3%	52%[activator]	u	15%	-8%	9%	6%
27	3	x	O=C(COc1ccccc1)NC(=S)Nc1cccc2c(O)cccc12	x	9%	-25%	x	13%	x	0%
28	-3	8%	CCOc1ccc(C(C)NC(=O)CN2C(=O)NC3(CCCCC3)C2=O)cc1OCC (configuration not stated)	-2%	-2%	-4%	-6%	3%	0%	-10%
29	-2	-13%	COc1cc(C2C(C#N)=C(N)Oc3c2oc(CO)cc3=O)cc(OC)c1OC (configuration not stated)	15%	38%[activator]	-4%	30%	4%	0%	-11%
30	-1	15%	Cc1cc(=O)[nH]c(SCc2nc3ccccc3s2)n1	10%	-5%	-12%	28%[57.1 µM]	13%	-8%	i

Rewritten screen by screen: part of the list above
5	O=C(CSCc1ccccc1)NC1CCSC1=O (configuration not stated)
22	CCOC(=O)c1c(-c2ccc(C)cc2)csc1NC(=O)C1CCCO1 (configuration not stated)
16	Cc1cccc(NC(=O)CNC(=O)COC(=O)c2ccco2)c1C
10	CN(CC1CCCO1)S(=O)(=O)c1ccc(C(=O)Nc2ccccc2F)cc1 (configuration not stated)
28	CCOc1ccc(C(C)NC(=O)CN2C(=O)NC3(CCCCC3)C2=O)cc1OCC (configuration not stated)

Compound,5,22,16,10,28
PI4K2A inh,-8,4,-4,-2,-3
HP1b chromo inh,27%,66%,25%,39%[activator],8%
TrxR1 substrate,7%,8%,3%,-1%,-2%
GLS inhibitor,4%,2%,8%,0%,-2%
USP1 inh,-11%,-15%,-24%,5%,-4%
rTrxR1 inhibitor,22%,15%,7%,-3%,-6%
mIDH1 inhibitor,2%,1%,16%,-3%,3%
Pin1 inhibitor,-5%,5%,7%,2%,0%
PGK inhibitor,-5%,-5%,0%,6%,-10%

New compounds follow.
cpd	PI4K2A inh	HP1b chromo inh	compound	TrxR1 substrate	GLS inhibitor	USP1 inh	rTrxR1 inhibitor	mIDH1 inhibitor	Pin1 inhibitor	PGK inhibitor
31	3	40%[activator]	CC(C)n1nc(C(=O)NC2CCCCCC2)c2ccccc2c1=O	2%	1%	-4%	12%	-5%	u	7%
32	4	29%	Cc1ccc2[nH]c(=O)c(CN(C(=O)c3cccs3)c3ccccc3)cc2c1	-6%	4%	-8%	-14%	-14%	-2%	-1%
33	4	46%[activator]	CN(c1ccc(F)cc1)S(=O)(=O)c1ccc(Cl)c(C(=O)Nc2ccc3c(c2)CCC3)c1	-3%	-6%	-16%	12%	-3%	47%[activator]	-1%
34	6	36%[activator]	CCC(CC)C(=O)N1CC(=O)Nc2ccc(Br)cc2C1c1ccccc1 (configuration not stated)	-4%	0%	u	10%	-5%	u	-9%
35	1	22%	O=C(Nc1ccccn1)c1cc(-c2cccnc2)nc2ccc(Br)cc12	5%	-3%	-26%	12%	3%	32%[activator]	-4%
36	-1	7%	COc1ccccc1OCCNC(=O)c1ccc2c(c1)OCCO2	-8%	3%	1%	-2%	3%	-1%	-3%
37	-2	51%[activator]	COC(=O)c1cc(NC(=O)Cn2c(=O)cnc3ccccc32)cc(C(=O)OC)c1	-2%	-3%	-7%	-5%	3%	7%	-4%
38	-2	3%	COc1ccc(NC(=O)c2sc3nc(Cc4ccccc4)cc(C(F)(F)F)c3c2N)cc1OC	-19%	11%	-7%	-20%	3%	28%	-2%
39	-4&-3	42%&52%[activator]	CCOC(=O)C1=C(C)NC(SCC(=O)OC)=C(C#N)C1c1ccc(C(=O)OC)cc1 (configuration not stated)	-4%&1%	9%&16%	-14%&-23%	14%&11%	5%&2%	34%&0%[activator]	-1%
40	2	49%[activator]	CCCCNc1ccc2oc(-c3ccc(OC)cc3)c(-c3ccc(OC)c(F)c3)c2c1	23%[57.1 µM]	-5%	-19%	-16%[57.1 µM]	11%	-4%	1%

Screens deposited in PubChem by National Center for Advancing Translational Sciences (NCATS).
